From PubChem
FXIa inh = blocks human coagulation factor XIa activity. P03951. purified human FXIa, fluorogenic AMC substrate cleavage. inhibition, % at 10 µM. 0.3% of 33,000 active. AID 687;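 active = inhibition above 40% in the primary screen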;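 note: 0% = enzyme without compound and 100% = blank wells lacking enzyme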
Target sequence (P03951 19-387 limits assumed): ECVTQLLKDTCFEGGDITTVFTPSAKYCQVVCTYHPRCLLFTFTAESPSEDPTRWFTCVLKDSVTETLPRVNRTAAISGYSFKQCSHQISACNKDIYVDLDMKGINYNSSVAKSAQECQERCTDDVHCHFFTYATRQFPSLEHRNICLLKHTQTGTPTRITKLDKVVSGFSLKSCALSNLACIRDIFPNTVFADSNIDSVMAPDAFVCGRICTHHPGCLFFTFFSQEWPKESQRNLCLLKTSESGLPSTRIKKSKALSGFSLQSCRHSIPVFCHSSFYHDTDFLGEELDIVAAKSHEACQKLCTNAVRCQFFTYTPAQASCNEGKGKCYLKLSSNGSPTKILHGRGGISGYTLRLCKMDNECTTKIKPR
Target sequence (P03951 388-625 limits assumed): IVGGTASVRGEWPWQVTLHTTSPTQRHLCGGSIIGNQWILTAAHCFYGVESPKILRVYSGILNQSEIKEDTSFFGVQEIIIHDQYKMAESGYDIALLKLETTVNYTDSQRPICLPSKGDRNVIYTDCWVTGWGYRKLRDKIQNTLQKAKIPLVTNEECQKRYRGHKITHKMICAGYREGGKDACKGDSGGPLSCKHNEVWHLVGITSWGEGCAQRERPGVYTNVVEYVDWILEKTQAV
FXIIa inh = blocks human coagulation factor XIIa activity; purified human FXIIa, AMC substrate fluorescence, 2 h; inhibition, % at 10 µM; P00748; 0.2% of 33,000 active; AID 701; in the data active = inhibition above about 30%;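 note: 0% = enzyme with vehicle only and 100% = no enzyme blank; many of its hits are not listed in these tables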
* = called active by the depositor. Not all compounds are listed, so the mix of outcomes need not match the whole.

Sample of the layout:
smiles,FXIa inh,FXIIa inh
CCOc1ccc(-n2nc(C(=O)N3CCN(CC)CC3)c3ccccc3c2=O)cc1,-3,4
Cc1ccc(-n2c(=O)c(C#N)cc3c(=O)n4cccc(C)c4nc32)cc1,21,-8
CCc1ccccc1N1CC(C(=O)O)CC1=O (stereo not given),0,-9
O=C(NCC(c1cccs1)N1CCOCC1)c1ccc(Br)o1 (stereo not given),-3,2
CC(C)NC(=O)c1ccccc1NC(=O)CS(=O)(=O)Cc1ccccc1,-4,2

The list itself (from the top)
smiles,FXIa inh,FXIIa inh
CCOc1ccc(-n2nc(C(=O)N3CCN(CC)CC3)c3ccccc3c2=O)cc1,-3,4
Cc1ccc(-n2c(=O)c(C#N)cc3c(=O)n4cccc(C)c4nc32)cc1,21,-8
CCc1ccccc1N1CC(C(=O)O)CC1=O (stereo not given),0,-9
O=C(NCC(c1cccs1)N1CCOCC1)c1ccc(Br)o1 (stereo not given),-3,2
CC(C)NC(=O)c1ccccc1NC(=O)CS(=O)(=O)Cc1ccccc1,-4,2
O=C(NC1=NCCS1)c1csc2ccccc12,0,8
COCc1[nH][nH]c(=O)c1C=Nc1ccccc1,-2,1
O=C(CN1CCN(Cc2ccc(F)cc2Cl)C1=O)NCCc1ccccc1,3,0
Nc1ccc(Br)c2c1C(=O)c1ccccc1C2=O,8,8
CC(=O)Nc1cc2c(cc1C(=O)c1ccc(C)cc1)OCCO2,-4,5
CC(C)(c1ccccc1)c1ccc(OCCn2cnc3ccccc3c2=O)cc1,-10,0
O=C(NCc1ccncc1)Nc1ccc(Cl)cc1Cl,-11,-12
N#CCCNCC1(c2ccccc2)CCCC1,-12,3
O=c1cc(-c2ccc(Cl)c(Cl)c2)[nH][nH]1,2,7
CC1(C)CC(=O)C2=C(C1)OC(N)=C(C#N)C2C1C=CCCC1 (stereo not given),4,7
CCCCn1c(N)nc2ccccc21,8,6
O=C(NCc1ccccc1)c1cc2nc(C3CC3)cc(C(F)(F)F)n2n1,-7,6
O=C1C2CC=CCC2C(=O)N1c1ncn[nH]1 (stereo not given),3,3
CCCc1nnc(SCC(=O)N2CCCCC2C)n1CC (stereo not given),-10,9
CCOC(=O)COc1ccc(Cl)cc1C1NC(=O)NC(C)=C1C(C)=O (stereo not given),3,5
CN(C)c1ncnc2c1ncn2C1OC(CO)C(O)C1O (stereo not given),-4,7
CSc1ccccc1C(=O)NC1CC2CCC1C2 (stereo not given),1,-19
COc1ccc(C2(C)NC(=O)N(CC(=O)NCCC3=CCCCC3)C2=O)cc1OC (stereo not given),-3,6
O=C(Nc1ccc2c(c1)OCO2)C1CCN(c2ccc(S(=O)(=O)N3CCOCC3)cc2)CC1,3,4
CC(C)CC(=O)Nc1ccc2c(c1)oc1ccccc12,-5,-2
COc1ccccc1C(c1nnnn1C(C)(C)C)N1CCCc2ccccc21 (stereo not given),27,-10
C/C(NCc1ccccc1)=C(\C#N)C(=O)NCc1ccccc1,29,-13
COc1ccc(NC(=O)C2CCN(C(=O)c3cccs3)CC2)cc1OC,-9,8
COC(=O)C1(CCSC)NC(c2ccc(O)cc2)C2C(=O)N(c3ccc4c(c3)OCCO4)C(=O)C21 (stereo not given),1,5
O=C(NCc1cccnc1)c1ccc(NC(=O)c2ccco2)cc1,-1,5
CCCC1(C(=O)OCC)NC(c2ccc(O)cc2)C2C(=O)N(c3ccc4c(c3)OCCO4)C(=O)C21 (stereo not given),-4,6
Cn1cc(SCC(=O)O)c2ccccc21,-2,-1
N#Cc1c(NC(=O)CSc2ncccn2)oc(-c2ccccc2)c1-c1ccccc1,-3,2
O=C(O)CC(Cn1[nH]nnc1=S)c1ccccc1 (stereo not given),1,2
O=C(CCCN1C(=O)c2ccccc2C1=O)N1CCCCC1,-1,4
Cc1cnc(NC(=O)c2cc3c(s2)CCCC3)s1,2,9
CC(NC(=O)c1cccs1)C(c1cccs1)N1CCN(c2ccccc2)CC1 (stereo not given),0,7
COc1ccc(CC(=O)Nc2ccc(-c3noc(-c4ccc(Cl)cc4)n3)cc2)cc1,0,1
CCOC(=O)c1ccc(N2C(=O)CC(NC3CCN(C(=O)c4cccc(Cl)c4)CC3)C2=O)cc1 (stereo not given),0,6
Cc1cccc(C(=O)OCC(=O)Nc2ccc(N3CCCCC3)cc2)c1O,-11,-9
Cc1ccc2c(C)c(C(=O)N(Cc3cccs3)C3CCS(=O)(=O)C3)oc2c1 (stereo not given),-8,17
CCCCCn1c(C(Cc2ccccc2)NC(=O)COC)nc2ccccc21 (stereo not given),-7,-12
CCC(=O)N1CCc2cc(S(=O)(=O)NC(Cc3ccccc3)C(=O)NC3CCCC3)ccc21 (stereo not given),-6,8
Clc1cccc(OCCn2cncn2)c1Cl,3,3
Cc1sc(/N=C/c2c(O)ccc3ccccc23)c(C#N)c1C,8,8
CCOc1ccc(CC(C(=O)NN)C(=O)NN)cc1CN(C)C,-3,8
Clc1cccc(COn2c(-c3ccc(Cl)cc3Cl)nc3ncccc32)c1,9,2
CCn1c(SCC(=O)Nc2ccc3c(c2)oc2ccccc23)nnc1-c1ccc(N)cc1,23,-13
O=C(N/N=C/c1ccc[nH]1)c1cccnc1,6,6
O=S(=O)(c1ccccc1)c1nc(-c2ccccc2)oc1N1CCCCC1,13,-7
O=C(CSc1ccc2c(c1)OCCO2)NC(=O)NC1CCCC1,-4,4
CC(NC(=O)c1ccco1)C(=O)N1CCc2ccccc2C1 (stereo not given),23,-18
COc1ccc(S(=O)(=O)N2CCN(c3ccc4nnc(-c5ccccc5)n4n3)CC2)cc1,2,0
Cc1cc(C)nc(NS(=O)(=O)c2ccc(N/C=C3\CCCC3=O)cc2)n1,-2,-7
CCOC(=O)c1c(C)c(C(=O)Nc2ccc3c(c2)OCCO3)c(C)n1CC,2,1
CN1CCN(c2nc(C#N)cc(-c3ccccc3)n2)CC1,-7,13
Cc1ccc(N2CC(C(=O)NCCC(C)C)CC2=O)cc1 (stereo not given),2,5
N#Cc1cc(Oc2ccc(Cl)cc2)c(N2CCOCC2)cc1C#N,-8,2
CCOc1cccc(OCCOCCn2cnc3ccccc3c2=O)c1,23,-13
O=C(CN1CCN(S(=O)(=O)c2ccc(F)cc2)CC1)Nc1cc(C(F)(F)F)ccc1Cl,0,5

Next compounds follow.
smiles,FXIa inh,FXIIa inh
CCCc1nc(SCc2ccccc2Cl)n[nH]1,-4,-14
CCn1cc(CNC(=O)CCSc2nc(-c3ccco3)cc(C(F)(F)F)n2)cn1,-3,-2
CCOc1ncnc2c1oc1nc(CC(C)C)c3c(c12)CC(C)(C)OC3,9,5
CC(C)Nc1nc(NC(C)(C)C)nc(Oc2ccc(=O)n(-c3ccccc3)n2)n1,3,10
CCCCC(c1nnnn1Cc1ccco1)N1CCN(c2nc3ccccc3s2)CC1 (stereo not given),-4,6
COc1ccc(C(=O)Nc2nc3ccccc3[nH]2)cc1S(=O)(=O)N1CCCC1,-6,7
O=C(OCc1ccccc1)Oc1cncc(C(=O)O)c1,-3,4
C=C(C)Cn1c(N2CCN(CC)CC2)nc2c1c(=O)[nH]c(=O)n2C,0,4
COc1ccc(-c2cc3ccccc3n2CC(O)Cn2nc(C)cc2C)cc1 (stereo not given),1,2
CCCC(=O)Nc1ccc(NC(=O)c2cccs2)cn1,1,8
O=c1c2ccccc2[nH]c(=S)n1CCCN1CCOCC1,-6,2
COc1cccc(NC(=O)c2ccccc2SC)c1,4,9
COc1ccc(N(CC(=O)Nc2ccccc2C(=O)NCc2ccco2)S(C)(=O)=O)cc1,-9,-3
CCN1CCN(Cc2ccccc2NC(=O)Nc2ccc(C)cc2)CC1,0,3
Nc1c(-c2ccccc2)n[nH]c1-c1ccccc1,-3,10
O=C(NC1CCCCC1)NC1CC2CCC(C1)N2C(=O)NCc1ccccc1 (stereo not given),8,5
CCN(Cc1ccccc1)C(=O)c1cc2c(=O)oc3ccc(C)cc3c2s1,-16,-11
Cc1ccc(NC(=O)CCC(=O)c2cccs2)cc1,0,-2
CCNc1nnc(-c2ccncc2)s1,-3,1
C=CCNc1nc(C)nc(OC)n1,0,6
CC(=O)C(=Nc1ccc(Cl)cc1Cl)NNc1cccc(Cl)c1,-12,9
Cc1ccccc1-c1noc(-c2ccc(Cl)cc2)n1,-11,-3
N#Cc1c(NC(=O)Cn2cnc3ccccc3c2=O)oc(-c2ccccc2)c1-c1ccccc1,2,6
COC(=O)C1=C(C(=O)OC)SC2(S1)C(C(=O)OC)=C(C(=O)OC)SC1=C2c2cc(C)ccc2NC1(C)C,32,20
COc1ccc(NC(=O)c2sc(SCc3ccccc3)nc2N)cc1,-11,4
CC(NC(=O)c1ccc(C(C)(C)C)cc1)C(=O)O (stereo not given),-2,-6
CC(=O)Nc1ccc(S(=O)(=O)N2CCN(C(=O)N3CCOCC3)CC2)cc1,-2,5
O=C1NC(Nc2nc3ccccc3s2)(C(F)(F)F)C(=O)N1C1CCCCC1 (stereo not given),-2,4
CCCCSc1nnc(NC(=O)CCc2ccccc2)s1,6,8
O=C(CNC(=O)c1ccc(Br)o1)NCc1ccc2c(c1)OCO2,36,5
Cc1ccc2cc(CN(CC3CCCO3)S(=O)(=O)c3c(C)ccc4nsnc34)c(=O)[nH]c2c1 (stereo not given),4,5
CCCn1c(=O)[nH]c(=O)c2c1nc(-c1ccc(OC(F)(F)C(F)C(F)(F)F)cc1)n2CCOC (stereo not given),23,-17
COc1ccc(Br)cc1S(=O)(=O)N1CC(C)OC(C)C1 (stereo not given),-2,3
CCCCc1nc(N)c(C#N)c(-c2ccco2)c1CCC,1,8
Cc1cc(C)nc(N(C#N)S(=O)(=O)c2ccc(Br)cc2)n1,-6,-2
O=C1c2ccccc2C(Nc2ccccc2)N1c1cccnc1 (stereo not given),-3,7
COc1ccc(CCC(=O)Nc2nc3ccccc3[nH]2)cc1OC,33,5
CSCCC(NC(=O)c1ccccc1)C(=O)NCc1ccco1 (stereo not given),1,5
CCOc1ccc(S(=O)(=O)NCCC2=CCCCC2)c2ccccc12,5,2
Nc1ccc(S(=O)(=O)Nc2ccccn2)cc1,-12,-17
Cc1c(C(=O)NCCN2CCOCC2)sc2nc(-c3ccc(F)cc3)cn12,-2,4
Cc1ccc(NC2=CC(=O)CCC2)cc1C,-11,-7
O=C(CN1CCN(C(=O)c2ccco2)CC1)Nc1ccc2c(c1)OCO2,-13,6
Cc1cccc(N(CC(N)=O)C2SC(=O)NC2=O)c1 (stereo not given),4,9
Cc1ccc(-n2nc3cc(C)c(N)cc3n2)cc1,-6,-16
CN(CC(=O)Nc1ccc(F)c(Cl)c1)S(=O)(=O)c1cccc2nsnc12,4,5
COc1ccc(-c2noc(CCC(=O)NCCCN3CCC(C)CC3)n2)cc1,4,3
CCOC(=O)CSc1nc(C(C)C)nc2ccccc12,13,3
Cc1[nH]c2ccccc2c1Cc1n[nH]c(=S)n1C,3,1
CCC(=NCc1ccco1)c1c(C(F)(F)F)[nH]n(-c2nc3ccccc3s2)c1=O,10,3
CC(C)CCNC(=O)C1CCC(=O)N1C(C)C (stereo not given),7,10
O=C(Nc1ccccc1)c1ccc(S(=O)(=O)N(CCO)CCO)cc1,2,6
Nc1nnc(Cc2ccccc2)s1,-4,1
CCCCNc1c(N2CCN(C(=O)OCC)CC2)c(=O)c1=O,5,3
CCn1c2ccccc2c2cc(NC(C)=O)ccc21,2,7
COc1ccccc1Nc1nc(N)nc(CN2CCN(c3ccccc3F)CC2)n1,-6,3
CC1(C)CC(=O)C2=C(C1)N(c1ccc(F)cc1)C(=O)CC2c1ccccc1 (stereo not given),-3,8
O=C(c1ccc(Br)o1)N1CCCc2ccccc21,-4,-13
COc1cccc(NC(=O)COC(=O)CCCc2c[nH]c3ccccc23)c1,-7,9
CC(C)c1ccc(CN2CCC(C(=O)NCc3cccnc3)CC2)cc1,6,2

Later entries:
smiles,FXIa inh,FXIIa inh
O=C(CCc1ccc(S(=O)(=O)NCc2ccccc2)cc1)NCc1ccc2c(c1)OCO2,2,10
CC(C)C1=C2OC(N)=C(C#N)C(C#N)=C2C(C)CC1 (stereo not given),-2,7
N#Cc1c(-c2ccccc2)nc2n(c1=O)CCS2,3,8
O=C(NCc1cccs1)c1ccc(Cl)s1,0,5
Nn1c(SCC(=O)NC2CCCC2)nnc1-c1ccccc1F,-1,3

Full records, looked up by structure:
`O=C(NCc1cccs1)c1ccc(Cl)s1` as listed: FXIa inh = 0; FXIIa inh = 5
`CC(C)C1=C2OC(N)=C(C#N)C(C#N)=C2C(C)CC1` (stereo not given) as listed: FXIa inh = -2; FXIIa inh = 7
